# PAX8 reporter: PAX8 transcriptional activity inhibition; RMG-I TPO-luciferase reporter, SteadyGlo, 24 h; AID 652154; inhibition, % at 12.6 µM; actives 1.2% (n = 360,000);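 active = mean replicate inhibition at least 60% with every replicate also reaching 60%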;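 note: luciferase light reporting Pax8 driven TPO promoter activity; plate controls were median of neutral control wells for no effect and mitoxantrone controls for full effect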
# S100A4 MyoIIA: blocks human S100A4 binding to myosin IIA peptide. S100A4/TAMRA-MyoIIA peptide fluorescence polarization. actives 0.14% (n = 360,000). inhibition, % at 10.7 µM;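 active = mean inhibition of at least 70% across replicates, with every replicate also reaching that level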
# Target sequence (P26447 whole entry, looked up): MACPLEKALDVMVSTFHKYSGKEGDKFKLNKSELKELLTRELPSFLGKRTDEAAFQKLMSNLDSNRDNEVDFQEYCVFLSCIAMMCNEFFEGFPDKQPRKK
#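 Material: human S100A4 monomer with TAMRA-labelled myosin IIA peptide; buffer or medium: HEPES pH 7.2 with CaCl2, KCl, NaCl, DTT, Triton; compound dosing: one concentration per compound; schedule: 5 min incubation before reading; benchmarks: neutral control DMSO, positive control TFP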
# PGC1a acetyl inh: lowers PGC1a acetylation signal in U2OS cells. inhibition, % at 15.6 µM. AlphaScreen anti-acetyl-lysine; with virally co-expressed GCN5 acetyltransferase. actives 0.17% (n = 350,000);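 active = every replicate shows inhibition of at least 40%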;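 note: 0% = neutral control wells and 100% = positive control wells; some results beyond the cut were filed as inactive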
# FN deposit inh: fibronectin deposition inhibition; inhibition, % at 12.6 µM; actives 0.086% (n = 350,000); AH1F fibroblasts, Alexa488-fibronectin deposition fluorescence, overnight;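 active = mean inhibition across replicates of 30% or more, regardless of how many single replicates reach that level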;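 note: positive control wells lacked labelled fibronectin entirely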
#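 Material: AH1F fibroblasts assembling fluorescent fibronectin matrix; amount: 10000 AH1F cells/well; medium: DMEM, 2% serum; reagent: Alexa488-fibronectin, 24 nM final in well; dosing: single compound dose, delivered by pin transfer; incubation: 1 h adhesion, overnight exposure; detection: fluorescence after three HBSS washes, excitation 485 nm, emission 525 nm; measure: fibronectin deposition inhibition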
# ERAP1 HTS inh: ERAP1 (human) enzyme inhibition | recombinant ERAP1, Leu-AMC fluorescence, 60 min | inhibition, % at 10.7 µM | actives 0.15% (n = 340,000);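 active = mean replicate inhibition of at least 30%, or all replicates individually reaching that 30% level; inactive = mean below 30% and not every replicate reaching it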;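 note: 0% = neutral control wells and 100% = L-leucinethiol positive control wells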
# Target sequence (Q9NZ08 whole entry, looked up): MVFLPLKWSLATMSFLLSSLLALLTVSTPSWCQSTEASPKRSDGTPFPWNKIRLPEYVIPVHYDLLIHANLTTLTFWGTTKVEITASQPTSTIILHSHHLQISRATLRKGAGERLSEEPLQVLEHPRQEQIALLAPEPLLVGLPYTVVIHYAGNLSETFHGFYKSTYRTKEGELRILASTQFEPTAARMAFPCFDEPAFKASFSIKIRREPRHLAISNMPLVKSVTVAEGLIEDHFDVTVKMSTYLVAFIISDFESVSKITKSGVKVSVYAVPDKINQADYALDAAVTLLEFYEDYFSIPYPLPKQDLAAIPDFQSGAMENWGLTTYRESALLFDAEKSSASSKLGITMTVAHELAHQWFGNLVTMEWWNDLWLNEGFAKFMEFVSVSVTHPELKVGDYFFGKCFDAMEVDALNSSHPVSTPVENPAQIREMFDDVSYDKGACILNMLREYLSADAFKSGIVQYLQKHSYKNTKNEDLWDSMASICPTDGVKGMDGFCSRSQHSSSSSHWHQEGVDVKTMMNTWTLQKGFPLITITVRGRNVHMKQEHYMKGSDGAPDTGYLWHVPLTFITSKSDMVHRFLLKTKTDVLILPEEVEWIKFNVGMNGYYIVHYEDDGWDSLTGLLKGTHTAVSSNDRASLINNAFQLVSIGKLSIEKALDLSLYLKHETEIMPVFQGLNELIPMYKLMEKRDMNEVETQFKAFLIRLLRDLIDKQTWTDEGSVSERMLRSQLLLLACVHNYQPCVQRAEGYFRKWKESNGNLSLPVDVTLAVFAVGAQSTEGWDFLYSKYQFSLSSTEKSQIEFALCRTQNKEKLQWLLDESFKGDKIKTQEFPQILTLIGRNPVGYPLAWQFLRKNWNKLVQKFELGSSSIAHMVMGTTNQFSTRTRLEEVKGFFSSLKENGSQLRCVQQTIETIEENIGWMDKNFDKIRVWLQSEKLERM
# EWS-Fli block: blocks EWS/Fli oncoprotein-driven transcription; A673 NR0B1-luciferase reporter, viability-normalised; inhibition, % at 12.6 µM; actives 0.67% (n = 350,000); AID 651661;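 active = mean inhibition of at least 50% after viability correction, with every replicate also passing that limit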;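 note: firefly luciferase signal divided by Alamar Blue viability fluorescence both relative to DMSO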
# PglD inh: PglD (C. jejuni) enzyme inhibition; inhibition, % at 12.5 µM; purified PglD enzyme, DTNB colorimetric CoA detection; actives 0.098% (n = 360,000); in the data active = inhibition above about 16%, passing the limit was not always enough; note: strong numbers were not always called active
# LGR2 antag: blocks bursicon-induced cAMP signaling via Drosophila LGR2; inhibition, % at 9.99 µM; actives 0.35% (n = 380,000); HEK293 LGR2, CRE-luciferase, bursicon-stimulated, 4 h;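 active = drop in luminescence signal, shown as inhibition above about 50% in the replicate tests, limit read from the data, passing the limit was not always enough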;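 note: agonist challenge used bursicon conditioned medium at about half maximal strength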
# * hit, by the source's call; . = not tested or not shown.
canonical_smiles,PAX8 reporter,S100A4 MyoIIA,PGC1a acetyl inh,EWS-Fli block,FN deposit inh,LGR2 antag,ERAP1 HTS inh,PglD inh
C[C@@H]1CN([C@H](C)CO)C(=O)c2cc(NC(=O)Nc3ccc(C(F)(F)F)cc3)ccc2O[C@@H]1CN(C)C(=O)Nc1ccccc1,16.0,-14.3,-1.3,-5.2,.,-2.0,1.8,-3.4
C[C@H]1CCCCO[C@H](CN(C)C(=O)Cc2ccccc2)[C@@H](C)CN([C@@H](C)CO)C(=O)c2cc(NS(C)(=O)=O)ccc2O1,2.3,3.0,-2.9,-8.6,-1.0,-6.1,-1.2,0.2
COc1cc(Cl)c(C)cc1NC(=O)COC(=O)C1CC1C (stereo unspecified),-7.0,4.1,.,-0.9,2.6,-9.5,-1.3,3.9
CCOCC(=O)Nc1ncc(S(=O)(=O)c2ccc([N+](=O)[O-])cc2)s1,10.5,-0.6,-2.7,4.6,-3.0,-6.1,-0.2,-1.7
Cn1nccc1-c1coc2c(C(=O)NCc3ccccc3)cccc12,-53.0,3.1,5.6,7.6,11.6,-27.3,4.1,-1.7
Cc1ccc(C(=O)NCCn2cc(SCC(=O)Nc3cc(C)on3)c3ccccc32)cc1,-92.3,-1.5,-13.8,-23.1,-2.3,2.5,8.5,2.8
CC(C)c1cc(-c2cc(C(=O)Nc3ccccc3)on2)nc(NC2CCCC2)n1,3.8,1.1,-12.9,27.2,-3.6,10.9,-0.2,-2.5
Cn1cnc(S(=O)(=O)NC2CCN(Cc3ccccc3)CC2)c1,-1.7,0.6,-20.5,-3.4,-14.0,18.6,-5.8,-2.6
O=S1(=O)CCN2N=C(C34CC5CC(CC(C5)C3)C4)SC2=N1,-31.4,-1.4,-6.9,-17.4,.,-8.0,-6.6,.
COC(=O)c1cc(S(=O)(=O)NCC(C)c2ccccc2)cn1C (stereo unspecified),7.8,0.6,10.9,.,1.1,-4.8,-0.4,-4.2
O=C(NCC(c1ccco1)N1CCN(c2ccc(F)cc2)CC1)c1cccs1 (stereo unspecified),-8.7,3.8,-25.5,-8.2,10.2,-8.0,1.2,-0.7
O=C(CSCc1c(F)cccc1Cl)Nc1ccccc1C(=O)N1CCOCC1,-16.1,-2.2,-3.1,5.3,2.3,3.2,3.3,8.5
O=C(NCC[C@H]1CC[C@H](NS(=O)(=O)c2ccc(Oc3ccccc3)cc2)[C@@H](CO)O1)C1CC1,19.6,0.6,0.4,5.0,1.5,-6.8,-1.0,0.7
CCOc1ccc(N(CC(=O)N2CCCCCC2)S(C)(=O)=O)cc1,-12.9,-8.5,4.7,6.5,-1.3,6.1,-2.3,-5.5
CCOC(=O)c1sc(NC(=O)CN2C(=O)NC3(CC(C)CC(C)(C)C3)C2=O)cc1C (stereo unspecified),25.0,-3.6,.,-0.7,-1.6,-12.4,2.5,.
c1ccc(CCCN2CCOCC2)cc1,16.7,-0.5,6.0,-1.6,-3.6,5.3,4.8,2.7
C[C@H](CO)N1C[C@H](C)[C@H](CN(C)Cc2ccc3c(c2)OCO3)Oc2ccc(NS(=O)(=O)c3ccc(F)cc3)cc2C1=O,18.5,-3.1,-8.3,26.2,-11.5,-17.6,0.0,2.2
Cc1cccc(NC(=S)N2CCCCC2)c1,18.8,2.8,.,26.6,.,-9.0,-3.0,.
CC(C)(CCl)C(=O)Nc1ccc(C(F)(F)F)cc1,-22.4,0.1,-6.5,-14.7,-3.1,-9.7,-6.4,-3.5
CCNC(=O)c1ccc(OCC(=O)Nc2ccc(F)cc2)c(OC)c1,-0.7,-0.5,.,0.7,-8.5,7.5,1.3,.
Cc1ccc(CCC(=O)Nc2ccc(N(C)C)cc2)o1,-5.9,-1.2,.,8.5,-8.7,-20.1,4.0,82.8*
COc1ccc(S(=O)(=O)N2CCCC2CNC(=O)C(=O)Nc2ccc(C)cc2)cc1 (stereo unspecified),7.5,-5.3,.,2.7,-1.3,9.8,-1.1,3.0
NS(=O)(=O)c1ccc(CCNC(=O)CSc2ccc(Cl)cc2)cc1,3.4,.,0.3,.,7.8,11.9,.,-2.7
CN(C)C(=O)c1cc2c(c(-c3cccc(-c4ccc(F)cc4)c3)n1)[C@@H](CCO)N([S@](=O)C(C)(C)C)C2,2.4,-65.7,-7.9,2.1,2.3,-9.0,-3.9,2.8
Cc1cc(F)ccc1C(O)c1ncc(-c2cccc(OCc3ccccc3)c2)[nH]1 (stereo unspecified),0.9,-2.1,6.8,4.3,0.6,-0.1,2.7,2.2

# Of the compounds above, 3 have an aryl methoxy group:
canonical_smiles,PAX8 reporter,S100A4 MyoIIA,PGC1a acetyl inh,EWS-Fli block,FN deposit inh,LGR2 antag,ERAP1 HTS inh,PglD inh
COc1cc(Cl)c(C)cc1NC(=O)COC(=O)C1CC1C (stereo unspecified),-7.0,4.1,.,-0.9,2.6,-9.5,-1.3,3.9
CCNC(=O)c1ccc(OCC(=O)Nc2ccc(F)cc2)c(OC)c1,-0.7,-0.5,.,0.7,-8.5,7.5,1.3,.
COc1ccc(S(=O)(=O)N2CCCC2CNC(=O)C(=O)Nc2ccc(C)cc2)cc1 (stereo unspecified),7.5,-5.3,.,2.7,-1.3,9.8,-1.1,3.0

# Other entries.
canonical_smiles,PAX8 reporter,S100A4 MyoIIA,PGC1a acetyl inh,EWS-Fli block,FN deposit inh,LGR2 antag,ERAP1 HTS inh,PglD inh
COCCCNC(=O)c1ccc(Cn2c(=O)[nH]c3ccccc3c2=O)cc1,1.5,-1.7,-8.7,-3.8,3.1,8.7,-0.5,-4.4
O=C(CCN1CCCCC1)NCC[C@@H]1CC[C@@H](NC(=O)C2CCOCC2)[C@H](CO)O1,-11.9,-2.3,-0.9,1.0,6.6,6.4,2.9,4.0
COCCNC(=S)N(Cc1cccnc1)Cc1ccc(OC)c(OC)c1,-4.8,.,.,.,4.8,-0.9,.,-6.7
CC(=O)c1ccc(OCc2cc(C(=O)N(C)C(C)c3ccon3)no2)cc1 (stereo unspecified),-5.3,8.4,-25.2,3.1,2.1,-8.9,2.7,0.0
Cc1cccc(-c2ccc([C@H]3[C@H]4CN(C(=O)c5ccc6c(c5)OCO6)CC(=O)N4[C@H]3CO)cc2)c1,6.7,24.4,-8.1,-20.3,-7.0,2.9,.,.
Nc1ncc(Br)cc1S(=O)(=O)NC1CCCCC1,3.2,2.0,2.6,.,-5.5,-5.5,1.2,-5.8
CCN(CC)S(=O)(=O)N1CCC(C(=O)NCCC2=CCCCC2)CC1,19.5,5.9,.,6.0,0.8,20.8,-1.0,-7.5
C[C@@H]1CN([C@H](C)CO)C(=O)Cc2cc(NC(=O)Nc3cccc4ccccc34)ccc2O[C@@H]1CN(C)S(=O)(=O)c1cccs1,14.5,.,8.2,3.2,.,-0.4,.,-0.3
CN1C(=O)N(CC(=O)N2CCN(S(=O)(=O)/C=C/c3ccccc3)CC2)C(=O)C12CCCCC2,-9.9,0.1,3.0,-1.6,1.9,7.1,-3.7,-2.1
COc1cccc(/C=C2\C(=O)C(=O)c3ccccc32)c1,.,.,11.4,.,-3.4,-13.7,.,-1.3
Cn1c(=O)c2c(nc(CN3CCc4ccccc4C3)n2CC(=O)c2ccccc2)n(C)c1=O,.,-8.9,4.2,15.7,.,23.1,-2.8,4.6
CCCN1C[C@H](C)[C@H](OC)CN(C)C(=O)c2cc(NC(=O)c3ccccc3)ccc2OC[C@@H]1C,-10.8,-4.6,-6.6,-2.4,9.8,14.5,0.1,0.0
O=C(c1ccccc1F)N1CC[C@@H]2[C@H](CO)Nc3ccc(Br)cc3[C@@H]21,8.8,-5.4,4.3,44.4,-3.3,-1.5,3.0,-1.2
COCCNC(=O)C1(C)CCCN(C(=O)c2cccc3ccccc23)C1 (stereo unspecified),.,0.7,.,3.0,6.9,-2.3,-4.2,0.9
CC(=O)Nc1ccc(S(=O)(=O)N2CCCC2C(=O)Nc2ccc3c(c2)OCCO3)cc1 (stereo unspecified),-6.4,0.9,-6.3,-2.9,-14.8,3.2,0.4,5.5
COc1ccc(CC2(CO)CCN(C(C)COc3ccccc3)CC2)cc1 (stereo unspecified),8.8,-3.0,2.8,4.4,.,29.9,-2.9,.
CCCC(NC(=O)C(C)NC(=O)CO/N=C1\C=C2CCC3C4CCC(C(C)=O)[C@@]4(C)CCC3[C@@]2(C)CC1)C(=O)O (stereo partly specified),2.0,3.4,.,5.2,-1.2,9.3,13.2,6.2
O=C(/C=C/c1ccc(S(=O)(=O)N2CCOCC2)cc1)OCC(=O)c1ccc([N+](=O)[O-])cc1,2.5,-10.5,-1.1,-12.5,-9.9,5.9,-1.3,-0.4
O=C(O)CC1S/C(=N/N=C/c2ccc([N+](=O)[O-])cc2)N(c2ccc(O)cc2)C1=O (stereo unspecified),-93.4,-1.0,34.6,-1.4,6.5,-8.1,9.4,.
CCC(=O)N1[C@@H](CO)[C@@H](c2ccccc2)C12CN(C(=O)c1ccc3c(c1)OCO3)C2,-5.1,14.4,-1.3,8.4,-5.8,-1.3,2.1,.
O=C1CCCCC1C(O)(C(=O)c1ccccc1)c1ccccc1 (stereo unspecified),-5.3,0.6,-20.8,14.2,2.5,-3.3,1.1,-1.6
Cc1ccc(S(=O)(=O)N(C)C[C@@H]2Oc3ccc(NC(=O)Cc4ccccc4)cc3C(=O)N([C@H](C)CO)C[C@H]2C)cc1,24.5,-0.5,2.8,1.3,.,15.9,1.2,1.0
Cc1ccn2c(=O)nc(SCC(=O)NCc3ccc4c(c3)OCO4)nc2c1,6.4,4.9,.,-3.1,-1.3,-12.1,-0.2,.
Cc1ccc(F)cc1NC(=O)CSCc1nc2sc(C)c(C)c2c(=O)[nH]1,11.9,-8.0,.,6.9,3.8,6.6,1.2,.
Cc1ccc(CN2CCN(Cc3ccc(OC(C)C)cc3)CC2CCO)o1 (stereo unspecified),17.4,-5.1,-1.2,-6.7,6.2,24.5,-3.7,-0.7
O=C(CC[C@H]1O[C@@H](n2ccc(=O)[nH]c2=O)[C@H](O)[C@@H]1O)NCc1ccco1,5.8,-2.0,-4.2,-1.1,-5.5,-1.6,-1.3,-0.2
CCCNC(=O)N(C)C[C@@H]1Oc2ncc(C#CC3CCCCC3)cc2C(=O)N([C@@H](C)CO)C[C@@H]1C,.,6.6,-16.3,-6.9,0.1,3.8,4.9,0.9
COc1cc2cc(C(=O)O)n(C)c2c(OC)c1OC,0.9,-2.3,4.9,.,-4.1,.,.,-5.6
O=C(CC1(CC2=NS(=O)(=O)c3ccccc3N2)CCCC1)NCCc1ccccc1,22.2,-1.6,-7.4,2.9,10.1,-3.0,3.3,3.4
O=C(c1cnccn1)N1CC(=O)N2[C@H](C1)[C@H](c1ccc(C#CCc3ccccc3)cc1)[C@@H]2CO,8.8,20.1,-8.1,-6.2,.,2.3,0.3,.
CC(=O)Nc1ccc2c(c1)C(=O)N(C)[C@H]1CC[C@@H](CC(=O)NCc3ccccc3Cl)O[C@@H]1CO2,-6.4,-2.5,-3.3,6.1,-18.1,6.5,-1.5,-7.2
O=C(C[C@@H]1CC[C@@H](NC(=O)C2CC2)[C@@H](CO)O1)NC1CCC1,4.6,-16.2,15.5,1.7,-15.8,1.4,0.0,-2.1
O=C(CN1CCN(c2ccccn2)CC1)Nc1ccc(Br)cc1,9.3,1.1,-5.1,4.3,11.2,10.0,0.8,-1.1

# Source: PubChem BioAssay (Broad Institute)
